# GLP1R inv ag = acts as inverse agonist at human GLP-1 receptor | P43220 | hit rate 1.6% among 410,000 | HEK293 GLP-1R CRE-luciferase, luminescence, 24 h; GLP-1R form is constitutively active | AID 624417 | Potency, µM (highest dose often 38.3 µM), without a hit: at the top dose activity change, negative = inhibition, hits mostly inhibitors; also: % is scaled to controls: 0 for no effect and ±100 for the full control effect; nearly all actives have a fitted effect of over 55% in size
# Target sequence (P43220 whole entry, looked up): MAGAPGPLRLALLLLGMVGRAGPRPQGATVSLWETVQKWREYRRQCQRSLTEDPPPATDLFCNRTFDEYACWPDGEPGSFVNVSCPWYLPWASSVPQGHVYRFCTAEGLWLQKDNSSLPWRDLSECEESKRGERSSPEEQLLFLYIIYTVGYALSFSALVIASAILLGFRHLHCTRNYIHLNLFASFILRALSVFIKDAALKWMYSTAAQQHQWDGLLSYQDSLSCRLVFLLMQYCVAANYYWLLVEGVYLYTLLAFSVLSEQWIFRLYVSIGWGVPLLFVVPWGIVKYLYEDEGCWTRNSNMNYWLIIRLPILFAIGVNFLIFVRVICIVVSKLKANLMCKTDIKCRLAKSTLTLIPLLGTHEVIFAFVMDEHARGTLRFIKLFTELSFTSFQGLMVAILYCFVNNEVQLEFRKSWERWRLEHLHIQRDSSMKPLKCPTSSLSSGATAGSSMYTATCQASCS
#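 Seeding at 200 cells/uL, 12 h culture, 24 hr compound treatment, then luciferase reagent and a luminescence read; cells are HEK293 stably expressing a constitutively active GLP-1R plus cAMP-responsive luciferase.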
# TDP-43 yeast inh = rescues yeast growth from TDP-43 toxicity. TDP-43 expressing yeast growth rescue, BacTiter-Glo, 24 h. Potency, µM (doses to about 46.1 µM), without a hit: at the highest dose growth rescue (activation), usual class: activators. hit rate 1.8% among 410,000. AID 652104; also: % of control where 0% means no effect; nearly all actives have a fitted effect of over 50% in size
#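 Luminescence from BacTiter-Glo reports growth of TDP-43-expressing yeast after 24 hr at 30 deg C with compound. Cells were raffinose-pregrown to mid-log, then seeded in galactose medium at OD600=0.02.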
# HT1080 IDH1KD tx = kills HT-1080 cells with IDH1 knockdown. AID 686971. hit rate 2% among 360,000. HT-1080 IDH1 knockdown viability, ATP luminescence, 48 h. Potency, µM (doses to about 46.1 µM), for the others: at the highest dose activity, negative = toxicity, usual class: cytotoxic;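 also: 0% = DMSO wells and -100% = cell-free medium wells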
#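 CellTiter-Glo luminescence after 48 h compound exposure at 37 degrees C of IDH1-knockdown HT-1080 cells in 5% FBS RPMI. %Activity scaled between DMSO wells and cell-free media wells, with curves fitted and assigned curve classes.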
# HEK293 tox = cytotoxicity counter-screen for GLP-1 receptor inverse agonists | hit rate 0.13% among 410,000 | HEK293 cAMP-luciferase reporter cells, luminescence, 24 h | AID 624418 | Potency, µM (doses to about 38.3 µM), for the others: at the highest dose activity change, negative = inhibition, hits mostly inhibitors;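 also: loss of luciferase light is scored as toxicity; % is scaled to controls: 0 for no effect and ±100 for the full control effect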
#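 Step one: seed cells (200 cells/uL, DMEM with 10% Nu serum, 1% pen-strep). Step two: 12-hour incubation at 37 deg C. Step three: pin 23 nL compound, incubate 24 hr. Step four: add luciferase reagent, read luminescence 12 min later.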
# GLP-1R agonist = agonists of human GLP-1 receptor; AID 624172; hit rate 0.007% among 380,000; HEK293 GLP-1R CRE-luciferase, luminescence, 4-6 h; cells express a hypersensitive GLP-1R form; Potency, µM (highest dose often 45.6 µM), without a hit: at the top dose activation, most hits filed as activators; P43220; also: % of control where 0% means no effect
# KB-3-1 tox = kills parental KB-3-1 adenocarcinoma cells. hit rate 1.4% among 400,000. Potency, µM (doses to about 46.1 µM), for inactives: at the top dose activity change, negative = cytotoxic, usual class: cytotoxic. KB-3-1 viability, CellTiter-Glo ATP luminescence, 72 h; also: % is scaled to controls: 0 for no effect and ±100 for the full control effect; nearly all actives have a fitted effect of over 60% in size
#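 Here the drug-naive KB-3-1 line serves as comparator for MDR sub-line selectivity; cells received compound titrations, 72 h at 37 °C, then CellTiter-Glo readout.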
# SW480 rerep = inducers of DNA re-replication in SW480 colon cancer cells; SW480 DNA re-replication, Hoechst DNA content imaging, 48 h; Potency, µM (titrated, usually from 46.1 µM), for the others: top-dose re-replication activation, most hits filed as activators; hit rate 1.8% among 340,000; AID 624297; also: % of control where 0% means no effect; nearly all actives have a fitted effect of over 55% in size
#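 Compounds, transferred as 23 nL by pin tool, were incubated with cells for 48 hr; DNA content per nucleus was then quantified by Hoechst staining and fluorescence plate imaging.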
# HT1080NT lethal = kills 2HG-producing HT-1080-NT fibrosarcoma cells; HT-1080-NT fibrosarcoma viability, CellTiter-Glo ATP luminescence, 48 h; Potency, µM (titrated, usually from 46.1 µM), for inactives: at the top dose activity, negative = less viability, most hits filed as cytotoxic; hit rate 1.6% among 360,000; AID 686970;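 also: NT is the 2HG producing partner of a matched IDH1 knockdown line; 0% = DMSO-treated cells and -100% = media-only wells without cells; nearly all actives have a fitted effect of over 55% in size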
#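 Read-out is CellTiter-Glo luminescence after 10 minutes at room temperature, following 48 hours' compound treatment of HT-1080-NT cells (750 cells/well, RPMI, 5% FBS, 37 degrees C).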
# KB-V1 cytotox = KB-V1 MDR subline cytotoxicity; KB-V1 MDR cells viability, CellTiter-Glo, 72 h; Potency, µM (highest dose often 46.1 µM), for the others: top-dose activity change, negative = cytotoxicity, most hits filed as cytotoxic; hit rate 3.4% among 400,000; AID 1347076; also: % is scaled to controls: 0 for no effect and ±100 for the full control effect; nearly all actives have a fitted effect of over 60% in size
#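 Cells of the MDR subline KB-V1 are plated, dosed with compound at multiple concentrations, and incubated 72 h at 37 degrees C; CellTiter-Glo is then added and luminescence read after 10 min.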
# * hit, by the source's call; ? = inconclusive; . = not tested or not shown; [ ] = dose if it differs, or a comment. Calls follow the shape of the dose curve; as a rule, active = well fitted curve in the direction sought with a large enough effect; inconclusive = small, poorly fitted or top-dose-only effect, or another doubt; inactive = no such curve, though single readings can be large; an effect the other way counts as inactive or inconclusive. Potency is read from the fitted curve at half-maximal effect.
# Values run as follows: GLP1R inv ag	TDP-43 yeast inh	HT1080 IDH1KD tx	HEK293 tox	GLP-1R agonist	KB-3-1 tox	SW480 rerep	HT1080NT lethal	KB-V1 cytotox
> CC(C)c1ccc(NC(=O)COC(=O)c2nn(C)c(=O)c3ccccc23)cc1
→ 12%	22%	11%	-9%	1%	-1%	0%	9%	0%
> COc1ccc(C=CC(=O)c2ccc(OCc3ccccc3)c(OC)c2)cc1OC
→ ?	18%	?	22%	11%	0%	.	-14%	?
> C[C@@H]1CCCCO[C@@H](CN(C)C(=O)C2CCCCC2)[C@@H](C)CN([C@H](C)CO)C(=O)c2cc(NC(=O)NC3CCCCC3)ccc2O1
→ ?	0%	-3%	-11%	8%	-12%	.	-4%	-14%
> Cc1ccc(Cn2nnnc2CN2CCC(c3nc4ccc(Cl)cc4[nH]3)CC2)cc1
→ 11µM*	6%	?	15%	-13%	18µM*	12%	-11%	3.3µM*
> CC(C)(C)C(=O)CNS(=O)(=O)c1ccc(S(=O)(=O)NC2CC2)cc1
→ 8%	19%	12%	13%	11%	4%	-37%[inhibitor]	0%	21%
> CCCn1nnc(NC(=O)c2cccc(OCc3ccccc3)c2)n1
→ ?	22%	-14%	-18%	6%	0%	-4%	-1%	-22%
> Oc1cc(O)cc(-c2cc3ccc(O)cc3o2)c1
→ 6%	0%	-28%	-5%	0%	-1%	-6%	-14%	-9%
> COc1ccc(-c2nc3n(c(=O)c2C#N)CCS3)c(OC)c1
→ 49%[activator]	-11%	5%	1%	1%	0%	-34%[inhibitor]	6%	0%
> O=C(O)C1CCCCC1C(=O)Nc1cccc2ccccc12 (stereo not given)
→ -2%	11%	0%	-13%	-9%	1%	5%	3%	0%
> CC(C)NC(=O)CN1CCN(C(c2cc3ccccc3o2)c2nnnn2C(C)(C)C)CC1 (stereo not given)
→ 14%	?	5%	2%	6%	7%	.	21%	-9%
> C[C@H]1CN([C@@H](C)CO)C(=O)Cc2cc(NC(=O)Nc3ccccc3)ccc2O[C@H]1CN(C)Cc1ccccc1
→ ?	16%	?	-26%	2%	?	-5%	-24%	13%
> c1cnn(-c2cncc(-n3cccn3)n2)c1
→ 21%	6%	1%	-4%	-1%	-10%	-9%	12%	?
> COc1cccc(-n2nnnc2SCC(=O)NC2CCCC2)c1
→ 7%	11%	-1%	-17%	3%	-1%	-2%	-3%	21µM*
> Cc1cc(C)n(-c2nc3cc(Cl)ccc3nc2N2CCN(c3ccccc3F)CC2)n1
→ ?	?	.	8%	.	-4%	.	.	?
> Cc1cccc2cc(/C=C3\N=C(c4ccccc4)OC3=O)c(N3CCOCC3)nc12
→ 3%	0%	13%	-6%	6%	8%	0%	1%	18%
> O=C1/C(=C/c2ccccc2)CCC1C1CCCC1 (stereo not given)
→ 18%	-3%	-2%	-3%	6%	-5%	12%	-5%	-6%
> Cc1cc(C)n(-c2nnc(C)n2/N=C/c2ccccc2OCc2ccccc2Cl)n1
→ ?	-6%	-23%	1%	2%	?	-3%[9.22 µM]	-6%	?
> O=C(NCc1ccncc1)c1ccc(Cl)c(S(=O)(=O)N2CCOCC2)c1
→ 1%	1%	-1%	-9%	-7%	-1%	-4%	4%	-6%
> COc1ccc([C@@H]2[C@@H]3C(=O)N(C(C)(C)C)C(=O)[C@@H]3[C@]3(Cc4ccc(Cl)cc4)C(=O)N(c4ccc(OC)cc4)C(=O)N23)cc1
→ -10%	-5%	3%	-3%	1%	-1%	-1%	5%	20%
> COc1ccc(C(=O)NNc2ncnc3c2cnn3-c2cccc(Cl)c2)cc1OC
→ 5%	3%	.	1%	.	1%	.	.	20%

# Looked up by structure from above (three):
# Values run as follows: GLP1R inv ag	TDP-43 yeast inh	HT1080 IDH1KD tx	HEK293 tox	GLP-1R agonist	KB-3-1 tox	SW480 rerep	HT1080NT lethal	KB-V1 cytotox
> Cc1cccc2cc(/C=C3\N=C(c4ccccc4)OC3=O)c(N3CCOCC3)nc12
→ 3%	0%	13%	-6%	6%	8%	0%	1%	18%
> O=C(NCc1ccncc1)c1ccc(Cl)c(S(=O)(=O)N2CCOCC2)c1
→ 1%	1%	-1%	-9%	-7%	-1%	-4%	4%	-6%
> Cc1cc(C)n(-c2nnc(C)n2/N=C/c2ccccc2OCc2ccccc2Cl)n1
→ ?	-6%	-23%	1%	2%	?	-3%[9.22 µM]	-6%	?

# The list continues:
# Values run as follows: GLP1R inv ag	TDP-43 yeast inh	HT1080 IDH1KD tx	HEK293 tox	GLP-1R agonist	KB-3-1 tox	SW480 rerep	HT1080NT lethal	KB-V1 cytotox
> CN(C)C(=O)OCC1COc2ccccc2O1 (stereo not given)
→ 4%	-5%	22%	-4%	0%	3%	-4%	28%	-3%
> Cc1ccc(CNC(=O)C(C)OC(=O)c2cccs2)cc1 (stereo not given)
→ 5%	18%	24%	-12%	-2%	13%	-9%	11%	-4%
> COc1ccc(-n2c(=O)c3ccccc3n(CC(=O)NC3CCCCC3)c2=O)cc1OC
→ 4%	5%	7%	-7%	7%	10%	-5%	15%	-24%
> COC(=O)[C@@H]1C[C@H]2CC[C@H](O)C[C@H]2N1Cc1ccc(-c2ccccc2)cc1
→ -9%	18%	5%	8%	8%	0%	-12%[9.22 µM]	4%	17%
> CCOc1ncccc1C(=O)NNC(=O)c1cccc(S(=O)(=O)N2CCOCC2)c1
→ -4%	0%	11%	13%	-3%	-1%	-19%	-5%	0%
> Cc1cc(N/N=C/c2ccc(F)cc2)nc(-n2nc(C)cc2C)n1
→ ?	15%	1.8µM*	?	6%	?	?	?	-28%
> O=C(Nc1ccc(-c2n[nH]c(=S)o2)cc1)c1ccccc1Br
→ 24%	6%	5%	4%	0%	4%	-1%	12%	-3%
> COc1cc(OC)c(NC(=O)Nc2c(C)n(C)n(-c3ccccc3)c2=O)cc1Cl
→ 2%	13%	.	-4%	.	4%	.	.	0%
> O=C(NCc1ccco1)C1CCN(S(=O)(=O)Cc2ccccc2)CC1
→ -2%	-19%	8%[9.24 µM]	-17%	-1%	3%	2%	5%	-4%
> CNC(=O)c1ccccc1-c1ccccc1
→ 9%	6%	8%	5%	-5%	17%	5%	5%	11%

# Part of the list above, bar-delimited:
molecule | GLP1R inv ag | TDP-43 yeast inh | HT1080 IDH1KD tx | HEK293 tox | GLP-1R agonist | KB-3-1 tox | SW480 rerep | HT1080NT lethal | KB-V1 cytotox
COc1ccc(-n2c(=O)c3ccccc3n(CC(=O)NC3CCCCC3)c2=O)cc1OC | 4% | 5% | 7% | -7% | 7% | 10% | -5% | 15% | -24%
Cc1ccc(CNC(=O)C(C)OC(=O)c2cccs2)cc1 (stereo not given) | 5% | 18% | 24% | -12% | -2% | 13% | -9% | 11% | -4%
O=C(Nc1ccc(-c2n[nH]c(=S)o2)cc1)c1ccccc1Br | 24% | 6% | 5% | 4% | 0% | 4% | -1% | 12% | -3%

# Carrying on:
# Values run as follows: GLP1R inv ag	TDP-43 yeast inh	HT1080 IDH1KD tx	HEK293 tox	GLP-1R agonist	KB-3-1 tox	SW480 rerep	HT1080NT lethal	KB-V1 cytotox
> CCOc1ccccc1NC(=O)Nn1cnnc1
→ -7%	2%	12%	-5%	0%	14%	3%	29%	10%
> COc1ccc2sc(-c3ccccc3OC)c(C#CC(C)(C)O)c2c1
→ ?	?	0%	-26%	27%	-7%	-6%	-6%	-4%
> CC(C)c1nc(SCC(=O)N2CCCc3ccccc32)c2c(=O)n(C)c(=O)n(C)c2n1
→ 14%	?	4%	3%	2%	?	-14%	?	5%
> CCCn1nnnc1NC(=O)c1cc(Br)ccc1OC
→ 6%	18%	14%	5%	-3%	-1%	-9%	2%	?
> CC(=O)C(Cc1ccccc1)NC(=O)CN1CCc2ccccc2C1 (stereo not given)
→ -25%	-27%	-3%	1%	8%	0%	-1%	-6%	-12%
> O=C(Nc1cc(S(=O)(=O)Nc2ccc(Cl)cc2)ccc1N1CCCCC1)c1ccc(F)cc1Cl
→ ?	-3%	?	-28%	2%	16µM*	?	?	?
> CC(C)COC(=O)N(C)C[C@@H]1OCc2cn(nn2)CCCC(=O)N([C@@H](C)CO)C[C@H]1C
→ 6%	0%	-1%	12%	-1%	-14%	.	-2%	6%
> CC(/C=N/NC(=O)c1ccc(Cn2cc([N+](=O)[O-])cn2)o1)=C\c1ccccc1
→ -22%	-4%	-14%	-23%	0%	-1%	-4%	-16%	-18%
> Cn1cccc1/C=N/NC(=O)Cc1cccs1
→ 1%	-13%	27%	9%	9%	1%	?	3%	-17%
> Cn1c2ccccc2c(=O)c2cc(C#Cc3ccccn3)ccc21
→ 48%[activator]	14%	10%	9%	-3%	2%	-4%	15%	-10%
> Cc1ccc(C)c(N(CC(=O)NC2CCCCC2)C(=O)c2csnn2)c1
→ ?	-5%	4%	-3%	4%	-19%	-8%	1%	25%
> CCn1c(C(=O)NCc2ccccc2OC)cc2sccc21
→ -26%	21%	.	0%	.	4%	.	.	14%
> CC(C)CN(C(=O)CN1CCN(S(=O)(=O)c2ccccc2)CC1)c1c(N)n(CC(C)C)c(=O)[nH]c1=O
→ 0%	1%	-6%	8%	-6%	-1%	-1%	5%	25%
> CS(=O)(=O)N1CCN(C(=O)c2cc(-c3ccncc3)nc3ccc(Cl)cc23)CC1
→ 0%	10%	-1%	-8%	3%	-5%	-3%	-3%	-3%
> CC(C)c1onc(C(=O)N2CCCCC2C)c1[N+](=O)[O-] (stereo not given)
→ -6%	27%	?	-3%	-6%	?	-2%	9%	?
> COc1ccccc1C(=O)Nc1c(C(=O)N2CCN(c3ccc(F)cc3)CC2)oc2ccccc12
→ -1%	3%	.	14%	.	19%	.	.	?
> NC(=O)c1ccccc1Br
→ 24%	-3%	15%	8%	4%	19%	-6%	15%	-2%
